GlmU inhibition: inhibition of mycobacterial GlmU enzyme – biochemical, glucosamine-1-phosphate acetyltransferase (AID 1376). inhibition, %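 (tested at 30 µM in the primary screen)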; hits with a dose series show IC50 in µM. M. tuberculosis GlmU acetyltransferase enzyme assay; higher % means a stronger effect. 220,000 compounds, 0.25% hits; in the data active = inhibition above about 13%;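 also: 0% = complete reaction with vehicle and 100% = reaction without substrate; strong numbers were not always called active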
Mtb RmlCD inh: inhibitors of Mycobacterium tuberculosis RmlC and RmlD coupled enzymes; 160,000 compounds, 0.03% hits; AID 1533; RmlC+RmlD coupled enzyme assay, percent inhibition; primary screen in compound mixtures; inhibition, % at 3.6 µM; P9WH09+P9WH11; in the data active = inhibition mostly above about 34%, no sharp cut-off; also: some results filed as inactive read as strong as hits
Target sequence (P9WH09 whole entry, looked up): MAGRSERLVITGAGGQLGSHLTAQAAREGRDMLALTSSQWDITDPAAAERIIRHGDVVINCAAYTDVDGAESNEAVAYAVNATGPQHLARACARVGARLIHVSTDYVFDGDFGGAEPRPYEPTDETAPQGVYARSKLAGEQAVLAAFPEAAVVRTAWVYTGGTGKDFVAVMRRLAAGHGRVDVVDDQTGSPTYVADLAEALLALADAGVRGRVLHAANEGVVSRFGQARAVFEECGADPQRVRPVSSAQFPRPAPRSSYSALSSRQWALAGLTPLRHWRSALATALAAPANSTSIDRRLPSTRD
Target sequence (P9WH11 whole entry, looked up): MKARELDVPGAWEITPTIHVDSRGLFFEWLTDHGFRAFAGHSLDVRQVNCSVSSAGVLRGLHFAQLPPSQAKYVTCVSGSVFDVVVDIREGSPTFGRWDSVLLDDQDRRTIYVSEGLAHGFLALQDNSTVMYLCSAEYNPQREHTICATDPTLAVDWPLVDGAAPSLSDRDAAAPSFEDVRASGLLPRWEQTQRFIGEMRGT
Numbers without * were called inactive; . = no result given.

| SMILES | GlmU inhibition | Mtb RmlCD inh |
| --- | --- | --- |
| CCOC(=O)c1c(C2CC2)csc1NC(=O)COC(=O)c1ccc[n+]([O-])c1 | -0.8% | . |
| O=C(NCC1CCCO1)C1CC(c2ccc(Cl)c(Cl)c2)=NO1 (stereo unspecified) | -2.7% | 9 |
| Cc1nnc(SCC(=O)n2c3c(c4ccccc42)CCCC3)s1 | -1.8% | . |
| c1ccc(-c2ccc(C3=Nn4c(Cn5nnc6ccccc65)nnc4SC3)cc2)cc1 | 4.5% | . |
| COc1ccc(NC(=O)c2sccc2C)c([N+](=O)[O-])c1 | -1.9% | 8 |
| CCOc1ccc(-c2nnn(CC(=O)Nc3ccccc3OC)n2)cc1OCC | -5.1% | 16 |
| CN(C)c1ccc(-c2nnc(-c3cccs3)o2)cc1 | -0.3% | 1 |
| O=C1CC(=C2c3ccccc3-c3ccccc32)C(=O)N1CCN1CCN(c2cccc(Cl)c2)CC1 | 1.6% | . |
| CC(C)(C)c1ccc(OCC(=O)N2CCCCCC2)c(Br)c1 | -6.1% | 10 |
| CCOC(=O)/C(C#N)=C\C=C1C=CN(C)C=C1 | -5.3% | . |
| CC1CCN(c2ccc3c(c2)S(=O)(=O)c2ccccc2C3=O)CC1 | -0.7% | . |
| Cc1[nH]n(-c2ccccc2)c(=O)c1/C=N/O | -3.4% | . |
| Cc1occc1C(=O)NCc1cccs1 | -2.5% | -11 |
| COCc1cc(C)n(CC(=O)Nc2cccc(C)c2)c(=O)c1C#N | -3.2% | 14 |
| CSc1nc(C)cc(OCCNS(=O)(=O)c2ccc(C)cc2)n1 | 7.0% | . |
| O=C(CN1C(=O)C2C3C=CC(C4CC34)C2C1=O)Oc1ccccc1 (stereo unspecified) | 3.2% | -4 |
| c1ccc(-c2cc(N3CCCCC3)c3ccccc3n2)cc1 | -5.1% | 11 |
| CN(CC(=O)Nc1nc2ccccc2s1)S(=O)(=O)c1ccccc1 | 2.2% | 8 |
| CCC1=C/C(=C/N(C)c2ccccc2)C(=O)S1 | 9.2% | -7 |
| CCOC(=O)c1nn(-c2sc(C(=O)OC)c(C)c2C(=O)OC)cc1O | -6.2% | -9 |
| O=C(COC(=O)CNS(=O)(=O)c1c(Cl)cccc1Cl)Nc1ccccc1Sc1ccccc1 | 4.7% | 3 |
| OCC12COC3c4ccccc4C(OC1)N32 (stereo unspecified) | -0.1% | 2 |
| Cc1ccc(N2CCN(S(=O)(=O)N(C)C)CC2)c(C)c1 | -2.5% | . |
| CCN(CC)C(=O)CSc1nnc(-c2ccccn2)n1-c1ccc(C)c(C)c1 | -1.7% | 8 |
| O=C(Nc1cccnc1)c1ccc(COc2ccccc2Br)o1 | 3.5% | -6 |
| Cc1cc(C)cc(NC(=S)N2CCC(NC(=O)c3ccccc3C)CC2)c1 | 0.1% | -5 |
| O=c1[nH]c(Cc2ccccc2)nc2ccccc12 | 7.4% | -12 |
| Clc1ccc(OCc2nn3c(-c4ccncc4)nnc3s2)cc1 | -3.5% | . |
| NNC(=O)CNC(=O)c1ccccc1F | 1.8% | 19 |
| O=C(Nc1cccc(Cl)c1Cl)c1cc(S(=O)(=O)NCCc2ccccc2)ccc1F | 4.0% | . |
| Cc1cc(C)nc(-n2nc(C)cc2Nc2ccccc2)n1 | -0.2% | 10 |
| Cc1ccccc1-c1nnc(SCCOc2ccc3c(C)cc(=O)oc3c2)o1 | 0.8% | . |
| O=C(COC(=O)Cn1cnc2ccccc21)Nc1cccc(S(=O)(=O)N2CCOCC2)c1 | -1.0% | 6 |
| CC(=O)c1ccc(-c2cccs2)s1 | -0.4% | 5 |
| CC(=O)N(C)c1ccc(NC(=O)C(F)(F)F)cc1 | -1.0% | . |
| COc1ccc2c(CCNC(=O)c3ccco3)c[nH]c2c1 | . | 7 |
| CN(C)c1ccc([N+](=O)[O-])cc1C(=O)O | 7.7% | 9 |
| COc1cccc(N2C(C(C)=O)=NN(c3ccccc3)C2c2ccc(N3CCOCC3)cc2)c1 (stereo unspecified) | 4.0% | -2 |
| COc1ccccc1N1CCN(C(=O)Nc2ccc([N+](=O)[O-])cc2)CC1 | -0.5% | -2 |
| Cc1cc(C)c2nc(NNC(=O)c3ccc(S(=O)(=O)N4CCc5ccccc5C4)cc3)sc2c1 | -3.0% | . |
| CCOC(=O)c1cnc(SC)nc1N1CCCC1 | -6.8% | 21 |
| COc1cc(/C=N/NC(=O)c2ccncc2)ccc1Oc1ccc([N+](=O)[O-])cn1 | -3.9% | 2 |
| Cc1ccccc1S(=O)(=O)Nc1nc2ccccc2nc1N1CCOCC1 | 0.2% | 17 |
| C=C(C)C1CC=C(C)/C(=N/NC(=O)CNc2ccc(OCC)cc2)C1 (stereo unspecified) | 4.7% | 1 |
| O=C(OCc1nc2scc(-c3ccccc3)c2c(=O)[nH]1)c1cc([N+](=O)[O-])ccc1Cl | 0.2% | 75 |
| c1ccc(C2[C@H]3CN(Cc4cccnc4)[C@H](c4ccccc4)C34CC2(c2cccnc2)C4)cc1 (stereo partly specified) | -2.0% | . |
| Cc1ccc(C)c(-c2nn(-c3cc(N4CCN(CCO)CC4)ccc3[N+](=O)[O-])c(=O)c3ccccc23)c1 | -4.3% | 0 |
| O=C(c1ccco1)N1CCN(Cc2cn[nH]c2-c2ccc(F)cc2F)CC1 | -0.7% | -4 |
| CCOc1ccccc1C(=O)NC(C)c1ccc2c(c1)OCO2 (stereo unspecified) | 4.2% | . |
| Cc1c(Cc2ccccc2)c(=O)oc2c(C)c(OCC(=O)Nc3ccc(C#N)cc3)ccc12 | -0.4% | -22 |
| CC1(C)Cc2nc3oc4c(=O)n(CC(=O)Nc5ccccc5)cnc4c3cc2CO1 | 2.4% | 2 |
| COC(=O)c1cn(NC(=O)CCC2CCCC2)c(=O)c2ccccc12 | 4.5% | -8 |
| CC(c1ccccc1)n1cncc1C(=O)O (stereo unspecified) | 1.1% | . |
| COC(=O)C1N[C@@H]([C@@H](NC(=O)COc2ccccc2)C(=O)NCc2ccc(OC)cc2)SC1(C)C (stereo partly specified) | -2.6% | . |
| CCOC(=O)C1=C(C)OC(N)=C(C#N)C1c1cncc(-c2ccc(F)cc2)c1 (stereo unspecified) | 3.3% | -14 |
| Cc1c(C(=O)N2CCOCC2)sc2ncn(CC(=O)N3CCC(C)CC3)c(=O)c12 | -1.3% | -9 |
| O=C(CCc1ccccc1)NCCSCc1c(F)cccc1Cl | 0.4% | -6 |
| CCc1ccc(NC(=S)NC(=O)CC(C)C)cc1 | -2.1% | -12 |
| COc1ccc(C2=CC(c3ccc(OC)c(OC)c3)NC(=S)N2)cc1 (stereo unspecified) | 1.5% | -8 |
| CCc1ccc(NC(=O)CN2CC(c3ccccc3)CC2=O)cc1 (stereo unspecified) | -3.6% | -6 |

Following part:
| SMILES | GlmU inhibition | Mtb RmlCD inh |
| --- | --- | --- |
| O=C(Nc1cccc(-c2cnc3ccccc3n2)c1)c1ccncc1 | 2.9% | -9 |
| CCN1CCCc2cc(CN(CCN3CCOCC3)C(=S)Nc3ccc(OC)c(OC)c3)ccc21 | -0.4% | 1 |
| CC(C)(C)NC(=O)COC(=O)c1ccc(Cl)cc1O | 4.6% | -15 |
| CCOc1c(Br)cc(CNc2ncn[nH]2)cc1OC | 0.5% | -8 |
| O=C1NC(c2ccccc2)=CC(c2ccccc2)N1 (stereo unspecified) | 0.6% | 7 |
| O=C1CCN(N=Nc2cccc(Cl)c2)N1 | 0.2% | . |
| O=C(/C=C/c1ccc(Cl)cc1Cl)NCc1ccncc1 | 3.6% | . |
| CCOC(=O)c1nnn(-c2nonc2-n2cccc2)c1CN1CCOCC1 | 0.9% | . |
| Cc1ccc(NC(=O)c2cc(=O)c3ccccc3o2)cc1S(=O)(=O)N1CCCCC1 | 6.7% | -8 |
| CN(C)S(=O)(=O)c1cccc(NC(=S)NCCc2ccccn2)c1 | 6.1% | 10 |
| CCOc1cccc(OCCCOc2ccccc2)c1 | -6.7% | 8 |
| CCn1c(O)c(C=Nc2ccccc2)oc1=S | -1.6% | -12 |
| CCN1CCN(c2cc(C)c3cc(NC(=S)N4CCN(c5ccccc5)CC4)ccc3n2)CC1 | -2.1% | 6 |
| COc1ccc(/C=N/c2oc(C)c(C)c2C#N)c(OC)c1 | -2.5% | 9 |
| Cc1ccc(S(=O)(=O)N(C)C)cc1N | -0.9% | 14 |

Some of the entries so far, with values under each structure:
Results follow in this order: GlmU inhibition, Mtb RmlCD inh
O=C(/C=C/c1ccc(Cl)cc1Cl)NCc1ccncc1
→ 3.6%, .
CCOC(=O)c1nnn(-c2nonc2-n2cccc2)c1CN1CCOCC1
→ 0.9%, .
Cc1ccc(NC(=O)c2cc(=O)c3ccccc3o2)cc1S(=O)(=O)N1CCCCC1
→ 6.7%, -8
CN(C)S(=O)(=O)c1cccc(NC(=S)NCCc2ccccn2)c1
→ 6.1%, 10
CCOc1cccc(OCCCOc2ccccc2)c1
→ -6.7%, 8

Next part
| SMILES | GlmU inhibition | Mtb RmlCD inh |
| --- | --- | --- |
| CC(C)(C)OC(=O)N1CC=C2C(C#N)=C(N)C(C#N)(C#N)C(c3cccs3)C2C1 (stereo unspecified) | 0.9% | 7 |
| CCc1ccc(-n2c(SCC(=O)Nc3cccc(S(=O)(=O)NC4=NCCCCC4)c3)nc3ccccc3c2=O)cc1 | -3.3% | 3 |
| COC(=O)c1cc2oc(C)cc2n1CC(=O)Nc1cc(C)cc(C)c1 | 1.6% | . |
| O=C(c1c[nH]c2ccccc12)N1CCOCC1 | -0.4% | 6 |
| Cc1ccc2nc(C)c(C(=O)N/N=C/c3cccc([N+](=O)[O-])c3)cc2c1 | -3.6% | -9 |
| COc1ccc(COc2ccsc2C(=O)Nc2ccc(Cl)c(Cl)c2)cc1 | 7.1% | 5 |
| CCN(CC)C(=O)c1cn(CCC#N)nc1-c1ccc2c(c1)OCCO2 | 5.7% | 25 |
| COc1ccc(Cc2nc(-c3ccc(-n4cccc4)cc3)no2)cc1OC | 4.1% | 15 |
| COc1cccc(C(=O)Cn2c(NCCO)nc3ccccc32)c1 | -0.9% | . |
| Cc1cccc(OCC(=O)Nc2ccc3nc(C)sc3c2)c1 | -1.5% | -13 |
| CN1C(=O)CSc2ccc(NC(=O)NCc3cccnc3)cc21 | -3.0% | 10 |
| Cc1nn(-c2ccccc2)c(N2CCCC2)c1/C=N/Nc1ccc(S(=O)(=O)Nc2ccccc2)cc1[N+](=O)[O-] | 1.8% | 7 |
| CCOCC(=O)Nc1nc(-c2ccccc2)c(CC)s1 | -0.6% | . |
| COC(=O)COc1cccc(NC(=O)c2cccc(C)c2)c1 | -3.7% | 5 |
| CCN(CC)CCCN=Cc1c(O)n(CCc2ccc(OC)c(OC)c2)c(=O)[nH]c1=O | 4.5% | . |
| CN(C)CCCN1C(=O)c2oc3ccccc3c(=O)c2C1c1cccs1 (stereo unspecified) | 0.7% | . |
| Cn1c(=O)n(Cc2ccccc2)c(=O)c2c1nc(NCC1CCCO1)n2Cc1ccccc1 (stereo unspecified) | -2.0% | . |
| CC(=O)C1=C(O)C(=O)N(c2nccs2)C1c1ccc(Br)cc1 (stereo unspecified) | -2.0% | -4 |
| O=C(c1cc2ccccc2o1)c1nc2c(n1O)CCCCC2 | -1.5% | -9 |
| COc1ccc(-c2c(C#N)c(N)nc3sc(C(=O)c4ccc(C)cc4)c(N)c23)cc1 | 0.6% | . |
| CCSc1nnc(NC(=O)c2cccnc2Cl)s1 | 2.5% | . |
| CCCc1c(C)[nH]c2ccc(C(=O)O)cc2c1=S | 10% | -9 |
| CC1CCC2(CC1)C(Nc1cccc(Cl)c1)=NC(=S)N2CC#N (stereo unspecified) | -2.2% | . |
| CSC1=NCCN1C(=O)Cc1cccs1 | -0.1% | -9 |
| Cc1ccc(C(=O)NNC(=S)NC(=O)COc2ccccc2)cc1 | 5.8% | . |
| CC(CCc1ccccc1)NC(C)C(O)c1ccc(O)cc1 (stereo unspecified) | -2.9% | . |
| COc1ccc(N2CCN(C(=O)c3ccc(COc4ccc5c(C)cc(=O)oc5c4)cc3)CC2)cc1 | 1.1% | . |
| Cc1ccc(OCC(=O)Nc2ccc3c(c2)OC(F)(F)O3)c([N+](=O)[O-])n1 | -1.0% | . |
| CCCN(CCC)CCNC(=O)CCC(=O)Nc1ccc2nc(N3CCN(C)CC3)cc(C)c2c1 | 4.0% | -12 |
| CCCCn1c(=O)c(C(C)=O)c(O)c2ccccc21 | 2.4% | 5 |
| Cc1ccc(/C=C(\NC(=O)c2ccc(C)cc2)c2nc(=S)[nH][nH]2)cc1 | 1.0% | -11 |
| CCCn1c(SCC(=O)N2CCN(S(=O)(=O)c3ccc(Cl)cc3)CC2)n[nH]c1=O | 0.2% | . |
| O=C(COc1ncnc2ccccc12)NC1CCS(=O)(=O)C1 (stereo unspecified) | -1.7% | -5 |
| O=c1cc(N2CCCCC2)c(-c2ccccc2)nn1Cc1ccc(Cl)cc1Cl | 1.9% | . |
| O=C1CCCc2nc(N3CCN(C(c4ccccc4)c4ccccc4)CC3)ncc21 | -2.2% | 108 |
| CN(CC(=O)Nc1ccc(S(=O)(=O)N2CCCC2)cc1)CC(=O)Nc1ccc(F)c(F)c1F | -1.7% | -11 |
| CCN(CC)S(=O)(=O)c1cc(C(=O)n2cccn2)c(Cl)cc1Cl | 3.1% | 6 |
| COc1ccc(N2CCN(C(=O)CN3CCN(c4nc(-c5ccc(F)cc5)cs4)CC3)CC2)cc1 | -4.0% | -8 |
| CCN1CCN(C(c2cccs2)C(C)NS(=O)(=O)c2ccc(F)cc2)CC1 (stereo unspecified) | -2.8% | . |
| COc1ccccc1C(c1nnnn1C(C)(C)C)N1CCN(Cc2ccncc2)CC1 (stereo unspecified) | 1.0% | 14 |
| N#CCC(=N)N1CCN(c2cccc(Cl)c2)CC1 | -5.7% | 8 |
| O=C(COc1ccc2oc(-c3ccco3)cc(=O)c2c1)N1CCCCC1 | 2.9% | -10 |
| O=C1CCC(=O)N(O)CCCCCNC(=O)CCC(=O)N(O)CCCCNC(=O)CCC(=O)N(O)CCCCCN1 | -1.1% | . |
| O=c1[nH]cnc2c1c(-c1ccccc1)cn2-c1ccc(F)cc1 | 1.8% | -8 |
| O=C(Nc1ccc(Cc2ccc(NC(=O)C3CC3)c(O)c2)cc1O)C1CC1 | 2.7% | 8 |

An excerpt (hit frequency here may not be typical).
